Screens (PubChem BioAssay)
aSyn rescue: inhibitors of alpha-synuclein toxicity in yeast. Yeast expressing alpha-synuclein, growth rescue, BacTiter-Glo, 24 h. Potency, µM (doses to about 46.1 µM), inactives show at the highest dose growth rescue (activation), hits mostly activators. 0.14% of 370,000 active. AID 652106; also: potency is read from the fitted curve at half-maximal effect; % of control where 0% means no effect; nearly all actives have a fitted effect of over 65% in size
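Rescue of yeast growth: cells expressing toxic alpha-synuclein, induced in galactose at OD600 0.02, incubated with compound 24 h at 30 C. ATP luminescence quantified growth; inhibitors of toxicity appear as activators.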
WRN helicase inh: WRN helicase (human) inhibition; Q14191; WRN helicase unwinding, fluorescent forked duplex, kinetic; Potency, µM (highest dose often 114 µM), for inactives: top-dose activity change, negative = inhibition, hits mostly inhibitors; 0.46% of 360,000 active; AID 651768; also: potency is read from the fitted curve at half-maximal effect; % is scaled to controls: 0 for no effect and ±100 for the full control effect; nearly all actives have a fitted effect of over 55% in size
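Kinetic red-fluorescence monitoring (525/598 nm) tracks WRN helicase activity after 100 nM fluorophore-quencher forked duplex and 2 mM ATP are added to 20 nM enzyme pretreated 15 min at room temperature with compound.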
EPAC1 antag: antagonists of human EPAC1; EPAC1 GEF assay, Rap1b-BODIPY-GDP exchange fluorescence; AID 720709; Potency, µM (series often up to 115 µM), for the others: top-dose activity change, negative = inhibition, usual class: inhibitors; 0.14% of 360,000 active;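 also: potency is read from the fitted curve at half-maximal effect; plate controls were vehicle for no effect and positive control for full effect; nearly all actives have a fitted effect of over 50% in size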
FUS suppressor: suppressors of FUS proteinopathy in yeast | S. cerevisiae FUS-expressing, growth rescue, OD600, 24 h | Potency, µM (highest dose often 76.6 µM), without a hit: at the highest dose growth rescue (activation), usual class: activators | 0.24% of 390,000 active;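 also: potency is read from the fitted curve at half-maximal effect; plate controls were DMSO vehicle for no effect and reference control for full effect; nearly all actives have a fitted effect of over 55% in size; some results filed as inactive show a strong effect at the top dose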
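S. cerevisiae expressing FUS from galactose induction served as the toxicity model. Growth after 24hr at 30C, read as absorbance at 600 nm, indicates suppression of toxicity; compounds dosed at several concentrations.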
PI5P4K alpha inh: inhibitors of human PI5P4K alpha | PI5P4Kalpha enzyme, ADP-Glo luminescence, 60 min; hits give low values | P48426 | 1.2% of 330,000 active | AID 652105 | max response, %; active = max response of -50% or lower; inconclusive = between -30% and -50%; inactive = -30% or higher; also: value at the top dose of about 77 µM; % is scaled to controls: 0 for no effect and ±100 for the full control effect
Target sequence (P48426 whole entry, looked up): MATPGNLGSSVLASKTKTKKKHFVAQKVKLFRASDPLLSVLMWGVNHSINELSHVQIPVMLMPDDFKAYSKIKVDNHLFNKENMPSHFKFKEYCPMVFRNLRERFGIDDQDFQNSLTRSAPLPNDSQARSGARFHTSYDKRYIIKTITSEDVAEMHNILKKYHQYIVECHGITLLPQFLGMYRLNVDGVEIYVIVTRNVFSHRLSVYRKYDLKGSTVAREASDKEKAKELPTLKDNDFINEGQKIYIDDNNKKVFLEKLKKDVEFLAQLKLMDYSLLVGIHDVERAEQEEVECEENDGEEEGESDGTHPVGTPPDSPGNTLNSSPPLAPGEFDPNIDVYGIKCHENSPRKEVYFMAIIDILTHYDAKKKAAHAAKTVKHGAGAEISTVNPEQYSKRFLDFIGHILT
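Reactions run in 0.038 M HEPES pH 7.4, 0.28 mM EGTA, 0.1% CHAPS and 5% DMSO, with PI5P4Kalpha, substrate, compound and 5 microM ATP final, one hour at room temperature. Readout is ADP-Glo luminescence.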
IL-2 act: activates IL-2 in a cell-based reporter assay. activation, % (series mostly up to about 46 µM). IL-2 activation reporter assay, cell-based qHTS; stimulated with anti-CD3/CD4/CD28 beads; in transgenic mouse T cells. 0.065% of 360,000 active; in the data active = activation above about 50%; inconclusive = mostly about 30% to 49%; also: 0% is about no effect
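Unstimulated transgenic mouse T cells preincubated 60 min with compound, then stimulated with anti-CD3/anti-CD4-coated beads plus anti-CD28 for 18 h at 37 degrees C. IL-2 response read as EGFP and DsRed fluorescence by plate cytometry.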
PLK1 PBD inh: PLK1 (human) polo-box domain binding inhibition. P53350. Plk1 PBD binding of FITC phosphopeptide, fluorescence polarization. Potency, µM, inactives show max response, negative = inhibition, most hits filed as inhibitors. 2.8% of 360,000 active. AID 720504; also: potency is read from the fitted curve at half-maximal effect; series mostly up to about 57 µM; % is scaled to controls: 0 for no effect and ±100 for the full control effect; nearly all actives have a fitted effect of over 65% in size
Target sequence (P53350 whole entry, looked up, the tested form may be a part): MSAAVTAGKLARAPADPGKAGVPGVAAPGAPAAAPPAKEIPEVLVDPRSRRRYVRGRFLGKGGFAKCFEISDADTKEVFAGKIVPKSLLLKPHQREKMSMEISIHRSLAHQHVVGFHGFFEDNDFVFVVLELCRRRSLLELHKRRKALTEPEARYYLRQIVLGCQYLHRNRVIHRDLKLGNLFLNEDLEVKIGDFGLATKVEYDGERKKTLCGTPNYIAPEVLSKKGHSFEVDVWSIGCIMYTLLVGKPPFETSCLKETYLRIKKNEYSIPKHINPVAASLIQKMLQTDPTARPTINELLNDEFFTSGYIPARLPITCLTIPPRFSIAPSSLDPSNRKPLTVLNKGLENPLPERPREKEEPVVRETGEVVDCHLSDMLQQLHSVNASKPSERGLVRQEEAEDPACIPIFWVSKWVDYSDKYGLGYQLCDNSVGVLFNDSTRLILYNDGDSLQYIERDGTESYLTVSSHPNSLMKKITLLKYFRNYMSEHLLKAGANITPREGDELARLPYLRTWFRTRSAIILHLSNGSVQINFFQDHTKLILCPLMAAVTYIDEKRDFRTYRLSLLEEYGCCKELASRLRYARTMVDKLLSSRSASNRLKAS
Abeta yeast res: compounds reversing amyloid beta toxicity in yeast; yeast expressing A-beta42, growth rescue, OD600, 48 h; response scale: 0% DMSO, 100% iron-clioquinol control; Potency, µM (highest dose often 46.1 µM), for the others: at the highest dose growth rescue, actives largely listed as activators; 0.063% of 410,000 active; AID 1347071; also: potency is read from the fitted curve at half-maximal effect; nearly all actives have a fitted effect of over 55% in size
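Growth rescue measured by 600 nm absorbance after 48 h yeast culture at 30 C with compound. Values normalized between DMSO and an equimolar ferric chloride plus clioquinol control.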
EPAC1 ag: agonists of human EPAC1; EPAC1 agonist qHTS, biochemical assay; response scale: 100% = response to 6.5 mM cAMP; O95398; AID 720707; Potency, µM (titrated, usually from 154 µM), inactives show at the highest dose activation, hits mostly activators; 0.073% of 360,000 active; also: potency is read from the fitted curve at half-maximal effect; nearly all actives have a fitted effect of over 60% in size
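Fluorescent GDP-exchange assay: 100 nM EPAC1 with 250 nM Rap1B preloaded with BODIPY-GDP and 50 uM GDP; compounds tested as concentration series, 5 min at room temperature, then read every 5 min for 30 min (ex 480/em 540 nm); normalized to 6.5 mM cAMP.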
Active calls of the source: *; ? = inconclusive; nt = not tested or not shown; [ ] = dose if it differs, or a comment. Unless noted, calls follow the shape of the dose curve; as a rule, active = well fitted curve in the direction sought with a large enough effect; inconclusive = small, poorly fitted or top-dose-only effect, or another doubt; inactive = no such curve, though single readings can be large; an effect the other way counts as inactive or inconclusive. Not all compounds are listed (hit frequency here may not be typical).

entry	SMILES	aSyn rescue	WRN helicase inh	EPAC1 antag	FUS suppressor	PI5P4K alpha inh	IL-2 act	PLK1 PBD inh	Abeta yeast res	EPAC1 ag
1	CSc1ccc(C(=O)C2CCCN(Cc3cnc(SC)nc3)C2)cc1 (configuration not stated)	2%	-20%	-27%	17%	1	-1.6	-17%	5%	1%
2	CC(C)c1oc(=O)cc2c1[C@@H](O)[C@H]1OC(=O)[C@@]3(C)CC[C@@H](O)[C@@]2(C)C13 (some centres not stated)	-2%	7%	-24%	-13%	0	-0.2	-4%	-4%	-6%
3	O=C1NC(=O)N(c2ccccc2F)C(=O)/C1=C/c1ccc(Sc2nc3ccccc3[nH]2)o1	-10%	22µM*	25µM*	19%	-86*	1.2	?	-4%	14%
4	O=C1NCCCCC1(Cl)Cl	1%	1%	-6%	-8%	-2	0.7	4%	-10%	11%
5	Cc1nc2ccccc2c(=O)n1-c1ccc(C(=O)O)cc1	1%	4%	13%	-1%	-4	0.0	-10%	11%	5%
6	c1ccc(C2NCc3ccccc3-n3cccc32)cc1 (configuration not stated)	0%	4%	-10%	5%	8	-1.7	-14%	6%	9%
7	COc1ccc(-c2ccc3c(c2)CN(c2cccc(Cl)c2)Cc2cnnn2-3)cc1	10%	1%	-8%	20%	0	-0.4	-9%	-14%	-5%
8	COc1ccccc1N1C(=O)NC(=O)C2(Cc3cc(C)ccc3N(C)C2)C1=O (configuration not stated)	-4%	-11%	7%	53%	nt	-1.4	-18%	-12%	1%
9	C/C(CCc1c[nH]c2ccccc12)=N\O	-5%	-4%	-8%	28%	nt	0.5	-8%	10%	5%
10	CNP(=O)(Oc1ccccc1)OC12CC3CC(CC(C3)C1)C2 (configuration not stated)	-5%	3%	19%	0%	-9	-4.8	-21%	13%	-4%
11	CCc1ccc(CNCCc2ccccc2F)cc1	6%	-12%	-23%	26%	2	-0.1	-7%	2%	1%
12	CC(=O)OC1C2(CC3N4C(=O)C5(CO)SSC4(CC31O)C(=O)N5C)OC(C)C(C)(C)C2=O (configuration not stated)	15%	-4%	-2%	nt	0	-6.0	?	-8%	7%
13	O=C1C2CCN(CC2)C1Cc1ccc(OCc2ccccc2)cc1 (configuration not stated)	15%	-5%	8%	20%	1	-3.6	0%	-11%	0%
14	CC1=CC2/C=C(\C)CCC(O)C(O)/C=C/C(=O)C23C(=O)NC(CC(C)C)C3C1C (configuration not stated)	3%	-5%	?	16%	-26	-3.6	?	4%	-4%
15	COc1ccc(S(=O)(=O)NC(CC(=O)N2CCC3(CC2)OCCO3)C(C)C)cc1 (configuration not stated)	1%	-6%	7%	-12%	nt	-1.7	-5%	7%	10%

2 records picked at random from those above, as already listed:
entry	SMILES	aSyn rescue	WRN helicase inh	EPAC1 antag	FUS suppressor	PI5P4K alpha inh	IL-2 act	PLK1 PBD inh	Abeta yeast res	EPAC1 ag
1	CSc1ccc(C(=O)C2CCCN(Cc3cnc(SC)nc3)C2)cc1 (configuration not stated)	2%	-20%	-27%	17%	1	-1.6	-17%	5%	1%
14	CC1=CC2/C=C(\C)CCC(O)C(O)/C=C/C(=O)C23C(=O)NC(CC(C)C)C3C1C (configuration not stated)	3%	-5%	?	16%	-26	-3.6	?	4%	-4%

Additional records follow:
entry	SMILES	aSyn rescue	WRN helicase inh	EPAC1 antag	FUS suppressor	PI5P4K alpha inh	IL-2 act	PLK1 PBD inh	Abeta yeast res	EPAC1 ag
16	O=C(COc1ccccc1)Nc1ccc(Cl)cc1C(=O)c1ccccc1	-4%	?	-19%	-3%	6	2.5	-8%	-8%	8%
17	COC(=O)C1=C(c2ccc(S(C)(=O)=O)cc2)C[C@@H]2CC[C@H]1N2C(=O)NCCO	1%	4%	2%	-12%	2	-0.2	-3%	-3%	-1%
18	CCC1(CC)C(=O)N(Cc2ccccc2)C(=O)N(Cc2ccccc2)C1=O	-6%	-11%	-23%	?	nt	1.1	-7%	0%	11%
19	CC(C)(C)n1nnnc1C(c1cccc2ccccc12)N1CCC2(CC1)C(=O)NCN2c1ccccc1 (configuration not stated)	12%	-1%	1%	7%	-8	-0.8	0%	-3%	-3%
20	CC(C)C/C(=N/O)c1cn(C)c2ccccc12	17%	5%	-20%	13%	1	0.3	-11%	-19%	-4%
21	CCCOc1ccc(C(=O)NC(=S)N2C[C@H]3C[C@H](C2)c2cccc(=O)n2C3)cc1	-1%	7%	4%	11%	?	0.6	27µM*	-12%	-11%
22	O=P(O)(O)Oc1ccccc1P(=O)(c1ccccc1)c1ccccc1	-6%	0%	-5%	-22%	-7	0.8	-2%	1%	7%
23	CCCCSC1=NN1c1nc(N)nc(C)c1CC	nt	-9%	3%	11%	-1	-0.8	1%	10%	6%
24	O=P(Nc1cccnc1)(Oc1ccccc1)Oc1ccccc1	17%	-4%	-2%	5%	-5	-3.0	-19%	10%	7%
25	CCC(c1nnnn1Cc1ccccc1)N1CCC2(CC1)C(=O)NCN2c1ccccc1 (configuration not stated)	?	3%	9%	6%	-1	-0.3	3%	-13%	-5%
26	CC(=O)Nc1ccc(OC(=O)N(C)c2ccc(C)cc2)cc1	0%	3%	-4%	11%	1	-0.1	-2%	8%	5%
27	O=C1NC(=O)N(Cc2ccc(F)cc2)C(=O)/C1=C\C=C\c1ccco1	6%	35µM*	?	37%	-75*	-1.9	?	5%	8%
28	CC1CCSP(=O)(Oc2ccccc2)O1 (configuration not stated)	-3%	-5%	9%	0%	-9	-0.3	-6%	-16%	8%
29	CCCC(CCC)C(=O)OC[N+](C)(C)CCOC(=O)C(O)(c1ccccc1)C1CCCC1 (configuration not stated)	-1%	-1%	0%	5%	9	-2.2	-1%	7%	1%
30	CN(Cc1ccccc1)C(=C(Cl)Cl)/C(=C1/NCCN1Cc1ccc(Cl)nc1)[N+](=O)[O-]	3%	-3%[57.1 µM]	4%	15%	nt	-1.3	-5%	14%	-5%
31	CN(C)c1ccc(CCN2CCOCC2)cc1	-2%	0%	-2%	-11%	2	0.2	-2%	-11%	-18%
32	CC(C)Oc1cccc(NC(=O)c2cccn(Cc3ccc4c(c3)OC(F)(F)O4)c2=O)c1	11%	-11%	-21%	25%	49	-3.3	2%	0%	-14%
33	O=C1C=C2C=C[C@@H]3CC2(O1)[C@H]1CCCCN31	-4%	3%	3%	-32%	4	-0.1	-6%	-8%	-14%
34	O=C1NC(=O)C2(Cc3cc([N+](=O)[O-])ccc3N3CCN(C(=O)c4ccccc4)CC32)C(=O)N1 (configuration not stated)	-1%	1%	-15%	18%	-3	4.6	-6%	0%	0%
35	CC1(C(=O)O)CCCC2(C)c3cc(O)ccc3CCC12 (configuration not stated)	2%	-1%	0%	27%	1	0.6	-17%	28%	-2%
36	C#CC1(O)CCC2C3CCC4=CC(=O)CCC4=C3C=CC21C (configuration not stated)	0%	-6%	0%	nt	-1	-2.7	-10%	-7%	5%
37	COc1nc(C)nc(NC(=O)NS(=O)(=O)c2ccccc2Cl)n1	-4%	2%	11%	-36%	5	0.4	-5%	-13%	-21%
38	CCOC(=O)Cn1cc(C=C2C(=O)N(C)C(=O)N(C)C2=O)c2ccccc21	8%	-17%	-18%	19%	-5	3.1	?	7%	-1%
39	C=CCC1C(=O)NC(=S)NC1=O	-1%	?	-7%	7%	-63*	-2.2	30µM*	-8%	8%
40	CCC(C)C12CN3CCN(CC(C)(C3)C1O)C2 (configuration not stated)	-1%	1%[57.1 µM]	-5%	2%	3	1.4	-2%	7%	6%
41	O=P(N1CCCCC1)(N1CCCCC1)C(Cl)(Cl)Cl	nt	7%	6%	-3%	0	-2.1	3%	0%	4%
42	Cc1[nH]c2ccccc2c1C(=O)CN1CC=C(c2ccccc2)CC1	0%	-7%	-8%	2%	-4	-0.2	-19%	-12%	6%
43	COc1ccc(NC2=NCC(C)S2)cc1 (configuration not stated)	-7%	4%	-16%	-1%	-1	0.4	-19%	11%	-2%
44	FC(F)(F)c1ccc(CNCCc2c[nH]c3ccccc23)cc1	3%	-5%	-5%	-9%	18	0.0	-6%	23%	19%
45	O=C(/C=C/c1ccc(Br)cc1)NC(=S)N1C[C@H]2C[C@H](C1)c1cccc(=O)n1C2	-1%	-2%	-14%	22%	1	-0.3	-19%	?	1%
46	C[C@]12C[C@@H](O)[C@H](O)CC1=CCC1C2CC[C@]2(C)C(=O)CCC12 (some centres not stated)	1%	-12%	0%	-7%	4	0.8	-1%	-14%	2%
47	COCCNC(=O)Cn1cc(C(=O)c2ccccc2F)c2ccccc21	15%	-2%	5%	-2%	-6	0.3	30µM*	18%	5%
48	CC(=NCc1ccc2c(c1)OCO2)c1c(O)[nH]c(=O)[nH]c1=O	-10%	-3%	10%	13%	-20	0.3	-15%	-1%	-6%
49	COc1c(C)cc(C(=O)C2CCCN(Cc3ccccn3)C2)cc1C (configuration not stated)	-5%	-3%	2%	6%	6	-1.6	-10%	3%	-4%
50	CCC(=NCCc1c[nH]c2ccccc12)c1c(O)n(-c2ccc(C)cc2)c(=O)[nH]c1=O	2%	-5%	-16%	nt	5	-0.8	-15%	10%	0%
51	CCS(=O)(=O)NCc1nnc2n1-c1ccc(Cl)cc1C(c1ccccc1)=NC2	-1%	-2%	3%	20%	13	-4.9	2%	-20%	-7%
52	Cc1ccc(-c2nc3ccccc3c(=O)n2-c2ccccn2)cc1	-7%	0%	-14%	3%	2	-0.1	6%	-21%	1%
